Source: PubChem (Sanford-Burnham Center for Chemical Genomics)
SIAH1 antagonists – Siah-1 peptide-binding antagonists, primary screen, biochemical, fluorescence polarization, rhodamine-plectin, uHTS (AID 1817) | Siah-1 / rhodamine-plectin peptide fluorescence polarization; higher % means a stronger effect | one-dose displacement, % at 20 µM; IC50 in µM for titrated hits | actives 0.02% (n = 290,000);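 active = displacement of at least 50% at 20 µM, with a fluorescence ratio check between 0.3 and a set limit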;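 also: plate controls were Siah plus tracer with DMSO for no effect and tracer alone without Siah for full effect; strong numbers were not always called active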
AID2073 – disruptors of CaV2.2 binding to Mint1 – biochemical, HTRF (AID 2073) | HTRF protein-protein interaction, Mint1-CaV2.2; higher % means a stronger effect | one-dose inhibition, % at 20 µM; IC50 in µM for titrated hits | actives 0.19% (n = 290,000); in the data active = inhibition mostly above about 51%, no sharp cut-off; also: some results filed as inactive read as strong as hits
NOD1 inhibition – NOD1 signaling inhibitors, primary screen, cell-based, luminescence, uHTS (AID 1578) | NOD1-driven NF-kB luciferase reporter cells, luminescence; higher % means a stronger effect | one-dose inhibition, % at 4 µM; EC50 in µM for titrated hits | actives 1% (n = 290,000); in the data active = inhibition mostly above about 36%, no sharp cut-off; inactive = mostly below about 34%;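 also: HEK-293T reporter cells stimulated with the NOD1 agonist gamma-tri-DAP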
HIV peptide binding – cell-free HIV fusion peptide-binding blockers – biochemical, uHTS, fluorescence dequenching, primary screen (AID 1986); cell-free peptide binding, fluorescence dequenching, 30 min; higher % means a stronger effect; one-dose inhibition, % at 20 µM; IC50 in µM for titrated hits; actives 0.3% (n = 290,000); in the data active = inhibition mostly above about 52%, no sharp cut-off; inactive = mostly below about 76%; also: some results filed as inactive read as strong as hits
KOR beta-arrestin-1 – kappa opioid receptor blockers – cell-based, luminescence, uHTS (AID 1778); inhibition, % at 10 µM, or IC50 in µM where a hit was titrated; actives 0.091% (n = 290,000); KOR beta-arrestin recruitment, luminescence, antagonist mode; higher % means a stronger effect; in the data active = inhibition above about 50%; also: strong numbers were not always called active
GPR35 antagonists – GPR35 antagonists blocking zaprinast-driven arrestin recruitment, primary screen, imaging, U2OS, beta-arrestin-GFP, zaprinast agonist (AID 2058); U2OS GPR35 beta-arrestin-GFP translocation imaging, zaprinast antagonism; higher % means a stronger effect; one-dose inhibition, % at 10 µM; IC50 in µM for titrated hits; actives 0.052% (n = 290,000);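 active = inhibition of at least 50% with at least 30 cells and total cytoplasm GFP at most 10,000,000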
KOR beta-arrestin-2 – kappa opioid receptor activators – cell-based, luminescence, uHTS, primary screen (AID 1777); actives 0.02% (n = 280,000); one-dose activation, % at 10 µM; EC50 in µM for titrated hits; KOR beta-arrestin recruitment, luminescence; higher % means a stronger effect; in the data active = activation above about 50%, passing the limit was not always enough; also: a part of the inactive calls stands beside numbers as strong as those of hits
GPR55 activation – GPR55 agonists via beta-arrestin recruitment, primary screen, imaging, U2OS cells, beta-arrestin-GFP redistribution (AID 1961); U2OS GPR55 beta-arrestin-GFP redistribution imaging; higher % means a stronger effect; activation, % at 10 µM; hits with a dose series show EC50 in µM; actives 0.048% (n = 290,000);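 active = activation above 40% with more than 50 cells counted in the well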;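 also: U2OS osteosarcoma cells stably expressing GPR55 and beta-arrestin-GFP; plate controls were DMSO negative control for no effect and LPI positive control for full effect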
GPR55 LPI antagonism – GPR55 antagonists blocking LPI-driven arrestin recruitment, primary screen, imaging, U2OS, beta-arrestin-GFP, LPI agonist (AID 2013); U2OS GPR55 beta-arrestin-GFP translocation imaging, LPI antagonism; higher % means a stronger effect; actives 0.13% (n = 290,000); one-dose inhibition, % at 10 µM; IC50 in µM for titrated hits;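 active = spots per cell inhibited over 60%, with over 100 cells counted and total cytoplasm intensity under 500,000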;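 also: U2OS cells stably carrying GPR55 and arrestin-GFP stimulated by 5 µM LPI near EC80; imaged beta-arrestin-GFP aggregate spots per cell after agonist stimulation; plate controls were LPI-stimulated DMSO wells for no effect and DMSO wells without LPI for full effect; some results filed as inactive read as strong as hits; confirmed hits need IC50 under 10 µM and bright autofluorescent wells are also inconclusive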
An asterisk follows results filed as active; . = not tested or not shown; [ ] = dose if it differs, or a comment. A portion of the library, so the mix of outcomes need not match the whole.

SMILES	SIAH1 antagonists	AID2073	NOD1 inhibition	HIV peptide binding	KOR beta-arrestin-1	GPR35 antagonists	KOR beta-arrestin-2	GPR55 activation	GPR55 LPI antagonism
O=C(COc1ccccc1)NCC(=O)NC1=NCCS1	1%	-5%	-15%	-1.1%	-10%	6%	4.9%	0.0%	2%
N#Cc1cccc(C(c2nnnn2Cc2ccccc2)N2CCCC2)c1 (configuration not stated)	3%	-4%	-2%	-0.5%	24%	-2%	4.7%	0.2%	17%
O=P(O)(CCc1ccncc1)CN1CCCCC1	0%	0%	-4%	-0.9%	19%	-11%	-3.5%	-0.2%	7%
Cc1ccc(NC(=O)c2sc3nc(CCl)[nH]c(=O)c3c2C)c(C)c1	-1%	16%	-18%	2.5%	-26%	10%	-5.0%	0.5%	-3%
COCCCn1c(C(=O)N2CCOCC2)cc2c(=O)n3cccc(C)c3nc21	0%	21%	-26%	1.5%	15%	-2%	-2.2%	0.2%	12%
C=CCNC(=O)/C(C#N)=C/c1c(N2CC(C)OC(C)C2)nc2ccccn2c1=O (configuration not stated)	10%	24%	-2%	3.6%	-6%	-12%	-3.2%	-0.2%	12%
CCn1c(N)c(C(N)=O)sc1=S	3%	12%	-10%	148%	21%	0%	-1.4%	-0.2%	-1%
C/C(=N\NC(=S)NCc1ccccc1)c1ccccc1F	7%	7%	-5%	-1.0%	7%	-4%	-0.3%	-0.3%	1%
C=CCNC(=O)C1CCN(S(=O)(=O)c2ccc3ccccc3c2)CC1	4%	1%	-25%	0.1%	4%	-1%	-1.4%	-0.2%	1%
CN1/C(=C\C=C(/C#N)C(=O)Nc2ccc(Cl)cc2)C(C)(C)c2ccccc21	7%	19%	-35%	33%	-31%	8%	3.3%	-0.2%	22%
Cc1ccc(C(=O)CNc2cccc([N+](=O)[O-])c2)cc1	8%	3%	-30%	8.2%	0%	-4%	-6.4%	-0.3%	3%
CCCC(C)NC(=O)Cc1ccccc1[N+](=O)[O-] (configuration not stated)	4%	0%	1%	5.4%	13%	-11%	-2.7%	0.0%	16%
COC(=O)c1ccc(C2C(C#N)=C(N)Oc3cc(C)n(C)c(=O)c32)cc1 (configuration not stated)	-2%	2%	6%	1.8%	23%	3%	-0.1%	0.0%	12%
CCC(C)C(=O)Nc1cc(OC)c(OC)cc1C(=O)O (configuration not stated)	-1%	-1%	-20%	1.7%	23%	-2%	3.3%	0.3%	1%
CCOC(=O)N1CCN(C(=O)CSc2ccc3nnc(-c4ccncc4)n3n2)CC1	7%	10%	-26%	1.8%	-16%	0%	-2.7%	0.5%	-6%
CCOC(=O)c1cc(-c2csc(N/N=C/c3ccccc3Cl)n2)on1	-3%	32%	-4%	0.5%	-48%	-4%	7.2%	1.5%	-8%
C/C(=N\NC1=NCCN1)c1ccc(Cl)cc1	-6%	-6%	8%	-0.3%	-22%	6%	-0.8%	0.7%	-18%
CC(C)(C)NC(=O)C(c1ccncc1)N(C(=O)c1csnn1)c1ccccc1 (configuration not stated)	0%	5%	-26%	-0.4%	20%	6%	-1.5%	0.4%	8%
COc1ccc(OC)c(S(=O)(=O)N(C)CC(=O)Nc2cc(Cl)ccc2OC)c1	-4%	-6%	-2%	-0.6%	0%	-9%	8.0%	-0.3%	2%
CC1CCc2nc(NC(=O)c3cc(C(C)(C)C)nn3C)sc2C1 (configuration not stated)	2%	5%	4%	0.8%	11%	9%	-0.8%	-1.9%	-2%
CC(C)(C)c1cc(C(=O)NCCN2CCCC2)cc(C(C)(C)C)c1	7%	-2%	-40%	1.4%	-25%	8%	-3.8%	-0.1%	26%
O=C(Nc1ccccc1C(=O)NCCCN1CCOCC1)c1ccc(F)cc1	-2%	3%	-41%	1.2%	-18%	-2%	4.8%	0.1%	15%
CCOC(=O)c1ccc(NC(=S)NCCc2ccccc2)cc1	9%	4%	1%	0.6%	6%	18%	-0.9%	-0.3%	27%
O=C1/C(=C/c2cccnc2)SC(=S)N1c1ccc(O)cc1	18%	10%	1%	-2.7%	30%	9%	0.4%	0.8%	4%
O=C(CNC(=O)c1ccccc1Cl)Nc1ccc(F)cc1	8%	6%	-15%	2.5%	-9%	13%	-5.0%	-0.1%	0%
CCc1ccc(C(=O)COC(=O)CCc2nc3ccccc3c(=O)[nH]2)cc1	4%	15%	-25%	-0.5%	-19%	-16%	-1.4%	0.5%	2%
COc1ccc(N(CC(=O)NC(C)C)S(=O)(=O)c2ccc(NC(C)=O)cc2)cc1	0%	10%	-1%	3.7%	-14%	9%	0.5%	-0.1%	17%
CCOc1ccc(C(=O)N(Cc2ccc(N(C)C)cc2)C2CCS(=O)(=O)C2)cc1 (configuration not stated)	6%	5%	.	-2.1%	5%	2%	4.6%	-0.2%	14%
Cc1ccc(S(=O)(=O)/N=C2\C=C(Nc3cccc(C(=O)O)c3)C(=O)c3ccccc32)c(C)c1	-4%	9%	10%	39%	-32%	7%	-1.7%	-0.2%	-3%
CCOC(=O)Nc1cccc(OCC(=O)Nc2ccccc2OCC)c1	2%	0%	4%	-0.5%	-39%	-13%	0.2%	0.3%	2%
CN(C)CCCNc1oc(-c2ccc(Cl)cc2)nc1C#N	-5%	33%	11%	0.2%	-20%	9%	-0.2%	0.3%	4%
CS(=O)(=O)N(CC(=O)NC1CCCC1)C1CCCCC1	3%	-2%	-24%	0.9%	-24%	-1%	1.2%	1.0%	5%
C=CCNC(=O)c1onc(CSc2cccc(Cl)c2)c1C(=O)O	2%	-3%	-41%	8.3%	3%	2%	0.5%	-0.1%	3%
CN1CCN(NC(=O)Nc2cc(Cl)cc(Cl)c2)CC1	5%	5%	-44%	0.9%	-20%	-9%	4.3%	-0.1%	4%
O=C(CSc1nc2ccccc2s1)N1N=C(c2cccs2)CC1c1ccc(F)cc1 (configuration not stated)	5%	12%	-42%	-0.8%	14%	-3%	2.5%	-0.5%	1%
Cc1c(S(=O)(=O)c2ccccn2)c(N)n(Cc2ccccc2Cl)c1C	13%	-9%	-10%	5.8%	-7%	7%	5.8%	-0.2%	-4%
Cc1ccc(C)c(NC(=O)CN(C)C(=O)COc2ncnc3sccc23)c1	-2%	6%	-7%	2.5%	12%	-3%	-1.8%	-0.1%	12%
Cc1cc(=O)c2n(Cc3ccccc3Cl)nc[n+]2[nH]1	-4%	17%	14%	-1.8%	2%	12%	-2.6%	0.1%	10%
Cc1nc2ccc(NC(=O)c3cccnc3)cc2s1	-6%	32%	-14%	0.7%	23%	13%	-6.9%	-0.3%	7%
O=C(O)c1ccc(N/N=C/c2ccc3c(c2)OCO3)cc1	-1%	-12%	80%*	1.3%	-8%	6%	4.0%	0.2%	9%

Structures listed above marked active in NOD1 inhibition:
SMILES	SIAH1 antagonists	AID2073	NOD1 inhibition	HIV peptide binding	KOR beta-arrestin-1	GPR35 antagonists	KOR beta-arrestin-2	GPR55 activation	GPR55 LPI antagonism
O=C(O)c1ccc(N/N=C/c2ccc3c(c2)OCO3)cc1	-1%	-12%	80%*	1.3%	-8%	6%	4.0%	0.2%	9%

The results go on.
SMILES	SIAH1 antagonists	AID2073	NOD1 inhibition	HIV peptide binding	KOR beta-arrestin-1	GPR35 antagonists	KOR beta-arrestin-2	GPR55 activation	GPR55 LPI antagonism
CC(=O)CSc1ncnc2sc3c(c12)CCCC3	6%	0%	-18%	-1.3%	-18%[20 µM]	7%	.	0.2%	0%
CC(=O)N1CCN(c2ccc(NC(=O)c3ccccc3)cc2)CC1	-1%	-4%	-16%	-2.4%	-2%	-4%	-2.5%	0.0%	-2%
O=C(Nc1ccc2c(c1)OCO2)Nc1cnccn1	3%	1%	-32%	0.1%	-4%	-8%	-2.1%	-0.1%	-3%
O=C(NCCN1CCN(c2ccccc2)CC1)c1ccc(NC(=O)C2CCCO2)cc1 (configuration not stated)	-5%	10%	22%	-0.5%	-35%	-2%	-1.2%	-0.1%	-7%
CCOc1cc(NC(=S)NCc2ccco2)c(OCC)cc1NC(C)=O	-2%	-12%	5%	-0.8%	-28%	-20%	11%	0.0%	3%
COc1ccc(-c2onc(C)c2-c2cnn(-c3ccccc3)c2)c(O)c1C	6%	46%	5%	-4.0%	-12%	-9%	-3.0%	-0.6%	13%
CC1(C)CC(=O)c2cc(C(=O)NCc3ccco3)c(=O)n(-c3ccc(Cl)cc3)c2C1	0%	-6%	1%	-2.6%	16%	0%	-0.8%	-0.3%	-18%
COc1cc(NC(=S)NC2CC2)c(OC)cc1Cl	2%	-10%	-14%	0.4%	4%	5%	2.5%	0.1%	-8%
Cc1c(Cl)cccc1NC(=O)CNc1cccc(S(=O)(=O)N(C)C)c1	10%	-4%	-20%	-2.5%	-14%	7%	-3.1%	-0.2%	7%
O=C1N(Cc2ccc3c(c2)OCO3)c2ccccc2C1(O)c1c[nH]c2ccccc12 (configuration not stated)	3%	3%	20%	-1.8%	14%	0%	-2.7%	-0.1%	17%
COc1cccc(OCCCOc2ccc([N+](=O)[O-])cc2Cl)c1	7%	-1%	-35%	-0.5%	2%	6%	0.3%	-0.1%	8%
O=C(CN(CC1CCCO1)S(=O)(=O)c1ccc(S(=O)(=O)NCC2CCCO2)cc1)Nc1ccccc1 (configuration not stated)	-1%	-3%	9%	-0.9%	33%	11%	-0.1%	-0.2%	15%
CCCCN1C(=S)NC[C@@H]1Cc1cccc2ccccc12	-2%	-2%	-11%	-1.6%	3%	-6%	2.5%	-0.1%	2%
CC(C)(C)c1ccc(-c2nc(C#N)c(N3CCC(C(N)=O)CC3)o2)cc1	-6%	13%	-3%	-0.2%	-45%	0%	3.0%	0.2%	-8%
CSc1nnc(C2CCN(CC(=O)Nc3ccccc3N3CCOCC3)CC2)n1C	3%	9%	-20%	-1.0%	-16%	-13%	0.3%	1.4%	6%
O=C(Nc1ccc(S(=O)(=O)N2CCOCC2)cc1)c1ccco1	1%	4%	-10%	-1.6%	40%	-14%	-5.0%	-0.1%	11%
CCSc1nnc(-c2cc(Br)ccc2N=Cc2c(C)[nH]n(-c3ccccc3)c2=O)c(=O)[nH]1	-1%	7%	-41%	60%	-4%	-1%	-5.1%	0.5%	-6%
COCCN=C1OC(=O)N2C(=O)C3=C4[C@@H](C[C@H]5C(=O)N(c6ccccc6)C(=O)[C@H]5[C@H]4[C@@]12Cc1ccccc1)[C@H]1C(=O)N(c2ccccc2)C(=O)[C@H]1[C@H]3C	-2%	12%	4%	-0.1%	22%	-11%	5.1%	-0.1%	-1%
COc1ccc(-n2ncc(Cl)c(Cl)c2=O)cc1	4%	3%	.	0.8%	35%	-16%	-5.3%	0.2%	2%
COc1ccc(CNC(=O)/C=C/c2cc([N+](=O)[O-])ccc2OC(F)F)cc1	-3%	-13%	-1%	0.0%	16%	3%	-3.0%	-0.1%	8%
